# ASM inhibitor: inhibitors of human secretory acid sphingomyelinase. P17405. placental ASM, HMU-PC fluorogenic substrate, 60 min. hit rate 0.006% among 340,000. Potency, µM (top dose mostly 57.5 µM), for the others: at the highest dose activity change, negative = inhibition, actives largely listed as inhibitors; note: potency is the fitted concentration of half-maximal effect
#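 Human placenta-derived ASM preincubated with compound 10 min at room temperature, then reacted with 9 uM (final) fluorogenic HMU-PC substrate for 60 min at 37 C. Stop solution raises pH to 10; fluorescence read at Ex 386/Em 447 nm.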
# PKM2 act: activators of human pyruvate kinase M2. purified PKM2, Kinase-Glo ATP luminescence, activation; response scale: 0% is enzyme alone, no compound. Potency, µM (top dose mostly 57.5 µM), for inactives: at the top dose activation, hits mostly activators. hit rate 0.34% among 260,000; note: potency is the fitted concentration of half-maximal effect; % is set by controls: 0 for no effect and ±100 for the full control effect; nearly all actives have a fitted effect of over 55% in size
# Target sequence (P14618 whole entry, looked up): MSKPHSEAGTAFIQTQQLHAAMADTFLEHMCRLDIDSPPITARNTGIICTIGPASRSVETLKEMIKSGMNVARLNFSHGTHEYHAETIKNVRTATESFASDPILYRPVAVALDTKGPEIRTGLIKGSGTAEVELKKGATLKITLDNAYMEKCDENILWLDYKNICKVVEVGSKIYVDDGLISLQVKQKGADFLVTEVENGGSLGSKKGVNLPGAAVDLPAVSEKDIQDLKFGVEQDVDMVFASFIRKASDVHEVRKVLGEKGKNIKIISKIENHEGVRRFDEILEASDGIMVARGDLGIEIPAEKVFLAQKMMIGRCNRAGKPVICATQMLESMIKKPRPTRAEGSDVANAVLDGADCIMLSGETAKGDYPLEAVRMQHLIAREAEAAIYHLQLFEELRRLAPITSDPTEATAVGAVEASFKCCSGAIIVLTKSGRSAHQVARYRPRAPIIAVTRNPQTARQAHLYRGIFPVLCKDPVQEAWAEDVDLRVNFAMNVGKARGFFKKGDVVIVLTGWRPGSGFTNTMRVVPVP
#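 hPK-M2, >95% pure; 0.1 mM ADP / 0.5 mM PEP final; imidazole pH7.2 buffer w/ 7 mM MgCl2, 50 mM KCl; 1 h RT; Kinase-Glo lum. Intermediate enzyme activity for dual inhibitor/activator qHTS.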
# GALK inhibitor: galactokinase (human) inhibition; P51570; Purified GALK, Kinase-Glo residual ATP luminescence; Potency, µM (highest dose often 57.5 µM), for inactives: at the top dose activity change, negative = inhibition, hits mostly inhibitors; hit rate 0.007% among 270,000; AID 1868; note: potency is the fitted concentration of half-maximal effect; % is set by controls: 0 for no effect and ±100 for the full control effect
#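 GALK at 5 nM final was combined with compound, 35 uM ATP and 100 uM galactose in HEPES pH8.0 with MgCl2 and DTT. The reaction ran one hour at room temperature before luminescent ATP detection.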
# B2AR arrestin: agonists driving beta-arrestin recruitment to human beta2-adrenergic receptor; AID 492947; P07550; beta-arrestin recruitment to beta2AR, cell-based reporter; Potency, µM (titrated, usually from 46.1 µM), without a hit: at the top dose activation, hits mostly activators; hit rate 0.02% among 330,000;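 note: potency is the fitted concentration of half-maximal effect; 0% = DMSO controls and full agonism = EC100 isoproterenol or metaproterenol; nearly all actives have a fitted effect of over 65% in size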
# TSG101-PTAP inh: blocks PTAP/TSG101 interaction to inhibit HIV-1 budding. Q99816. Fluorescence polarization, FITC-PTAP peptide / Tsg101 binding. Potency, µM (top dose mostly 115 µM), inactives show top-dose activity change, negative = inhibition, hits mostly inhibitors. 340,000 tested, under 10 active. AID 493005; active = well fitted inhibition curve with a large enough effect in the main read-out, with a control signal flat, not every such curve was filed as active; inconclusive = small, poorly fitted or top-dose-only effect, or effect the other way, or a change in a side signal; inactive = no such curve, though single readings can be large or run the other way; note: potency is the fitted concentration of half-maximal effect; % of control where 0% means no effect
#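 FP read-out: FITC-PTAP peptide, 50 nM final, binding Tsg101 binding domain, 10 uM final; 20 min, r.t.; 10 mM HEPES pH 7.5, 0.15 M NaCl, 0.01% Tween 20, 3 mM EDTA, 0.1 mM TCEP.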
# Coupling enz: inhibits coupling enzyme system, counter-screen for aldolase hits. coupling enzyme system counterscreen, AmpLite Red fluorescence. hit rate 0.67% among 290,000. activity change, negative = inhibition, % at 58.2 µM, hits read low; in the data active = activity change below about -30%; note: % is set by controls: 0 for no effect and ±100 for the full control effect
#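 Fluorescence at 525 nm excitation and 598 nm emission measured inhibition of the coupled detection system without aldolase. Compounds (at 57.5 uM final) were preincubated 10 min at room temperature with coupling enzyme reagent before a 20 min substrate/AmpLite Red step.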
# Tb PFK inh: blocks T. brucei phosphofructokinase. O15648. hit rate 0.17% among 330,000. AID 485367. T. brucei PFK, ADP-Glo luminescence. Potency, µM (titrated, usually from 57.5 µM), for the others: top-dose activity, negative = inhibition, usual class: inhibitors;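 note: potency is the fitted concentration of half-maximal effect; 0% = uninhibited 1x PFK enzyme wells and -100% = no-enzyme wells; nearly all actives have a fitted effect of over 60% in size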
#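 Luminescent ADP detection (ADP-Glo, two-step: ATP depletion then ADP-to-ATP conversion for luciferase) reported PFK activity after 45 min room-temperature reaction of 1.25 nM enzyme with 0.5 mM F6P and 0.1 mM ATP at pH 8.0.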
# Menin-MLL TR inh: inhibitors of human menin-MLL interaction, mutant MLL peptide; Potency, µM (series often up to 61.6 µM), for the others: at the highest dose FP activity change, negative = inhibition, hits mostly inhibitors; O00255; hit rate 0.23% among 270,000; AID 1768; Menin + Texas Red MLL mutant peptide, fluorescence polarization; active = well fitted inhibition curve with a large enough effect in the polarisation, with a control signal flat, not every such curve was filed as active; inconclusive = small, poorly fitted or top-dose-only effect, or effect the other way, or a change in a side signal; inactive = no such curve, though single readings can be large or run the other way; the % refers to the polarisation; note: potency is the fitted concentration of half-maximal effect; % of control where 0% means no effect; many of its hits are not listed in these tables
# Target sequence (O00255 whole entry, looked up): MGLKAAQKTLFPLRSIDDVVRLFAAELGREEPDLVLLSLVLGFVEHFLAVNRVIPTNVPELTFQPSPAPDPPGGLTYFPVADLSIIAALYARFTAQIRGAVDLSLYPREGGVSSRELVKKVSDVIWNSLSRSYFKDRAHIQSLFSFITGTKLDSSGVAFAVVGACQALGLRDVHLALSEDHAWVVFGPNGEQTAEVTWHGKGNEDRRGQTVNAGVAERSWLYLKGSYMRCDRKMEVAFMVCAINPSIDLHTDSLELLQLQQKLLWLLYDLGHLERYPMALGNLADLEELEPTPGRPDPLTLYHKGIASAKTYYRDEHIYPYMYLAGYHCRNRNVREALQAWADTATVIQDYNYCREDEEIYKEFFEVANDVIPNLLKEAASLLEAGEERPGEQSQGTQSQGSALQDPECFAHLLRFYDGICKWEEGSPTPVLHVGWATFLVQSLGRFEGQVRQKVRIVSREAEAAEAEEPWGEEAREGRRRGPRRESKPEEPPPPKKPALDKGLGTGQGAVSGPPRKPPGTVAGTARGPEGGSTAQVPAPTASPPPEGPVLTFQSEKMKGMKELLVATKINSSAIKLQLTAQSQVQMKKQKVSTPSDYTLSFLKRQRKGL
# Chronic BCR inh: chronic active BCR signaling inhibition. ABC-DLBCL IkBa-CBG/CBR reporter, luminescence ratio, 4 h. Potency, µM (doses to about 46.1 µM), for the others: at the highest dose ratio change, negative = lower green/red ratio, hits mostly inhibitors. hit rate 0.05% among 340,000; active = well fitted inhibition curve with a large enough effect in the signal ratio, with a control signal flat, not every such curve was filed as active; inconclusive = small, poorly fitted or top-dose-only effect, or effect the other way, or a change in a side signal; the % refers to the signal ratio;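 note: potency is the fitted concentration of half-maximal effect; plate controls were basal doxycycline-induced cells for no effect and cells given 10 µM MG132 for full effect; MG132 reads +100%, hits lower the ratio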
#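 TMD8 ABC-DLBCL cells carrying doxycycline-inducible green luciferase fused to IkappaBalpha plus unfused red luciferase were exposed to compounds (up to 46 uM) for 4 hrs at 37C. Activity came from the overlap-corrected green/red luminescence ratio.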
# Integrin act MD: integrin-mediated muscular dystrophy alleviation activation; Potency, µM (series often up to 38.3 µM), for the others: top-dose activation, usual class: activators; alpha7betagal myoblasts, beta-gal FDG fluorescence, 48 h; hit rate 0.064% among 350,000;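 note: potency is the fitted concentration of half-maximal effect; 100% = response of the positive control SU9516; nearly all actives have a fitted effect of over 60% in size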
#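 alpha7betagal+/- myoblasts (passage 13, 250/well) treated 48 h at 37C with compounds at 1:260 dilution of DMSO stock. Lysed, then beta-galactosidase activity read as FDG fluorescence (ex 480/em 540) after 30 min, with pre-read for autofluorescence.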
# Giardia killer: Giardia lamblia killing. Giardia lamblia trophozoite viability. activity change, % at 7.66 µM, hits read low. hit rate 0.15% among 340,000; in the data active = activity change below about -80%; inconclusive = between about -30% and that limit;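 note: parasites exposed to compound for two days anaerobically before the ATP read; % is set by controls: 0 for no effect and ±100 for the full control effect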
#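 Compounds were tested on trophozoites seeded at 100 cells/well and held 48 hrs at 37 deg C anaerobically. An ATP-based luminescent kit measured the remaining live cells.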
# Starred values were filed as active, the others as inactive; ? = inconclusive; . = not tested or not shown; [ ] = another dose, or the depositor's remark. Unless noted, calls come from the whole dose curve; as a rule, active = well fitted curve in the direction sought with a large enough effect; inconclusive = small, poorly fitted or top-dose-only effect, or another doubt; inactive = no such curve, though single readings can be large; an effect the other way counts as inactive or inconclusive. These rows are one share of the data; rates above refer to the full screens.
SMILES,ASM inhibitor,PKM2 act,GALK inhibitor,B2AR arrestin,TSG101-PTAP inh,Coupling enz,Tb PFK inh,Menin-MLL TR inh,Chronic BCR inh,Integrin act MD,Giardia killer
CNC(=S)N1N=C(c2ccc(OC)cc2)CC1c1ccc(Cl)cc1Cl (stereo not drawn),-9%,-4%,0%,0.4%,-2%,-8,-2%,?,?,5%,28
COc1ccc(-n2c(=O)cc(N3CCCCCC3)[nH]c2=O)cc1,2%,-3%,-1%,4.8%,0%,3,0%,1%,6%,8%,-11
O=C(CNS(=O)(=O)c1ccc(F)cc1)N1CCCCCC1,0%,-1%,8%,-0.1%,-3%,3,-9%,2%,8%,-66%[inhibitor],-11
COc1ccc(C(CC(=O)O)NC(=O)COc2ccccc2)cc1OC (stereo not drawn),3%,0%,0%,0.4%,-1%,0,3%,-1%,1%,20%,-2
CSc1nnc(C)c(/C=C/Nc2ccc(Cl)cc2)n1,-14%,1%,-4%,-1.8%,5%,-3,1%,32%[activator],1%,-25%,-17
O=C(Cn1ccccc1=O)Nc1ccc(Cl)c(S(=O)(=O)N2CCCCC2)c1,-4%,.,.,0.3%,1%,.,-6%,.,0%,7%,13
NC(=O)c1ccc(N=Nc2c(-c3ccccc3)[nH]n(-c3ccccc3)c2=O)cc1,.,4%,8%,-0.2%,.,1,-1%,?,?,.,.
C=CCNCc1ccc(C(=O)NCCCCCCC)cc1[N+](=O)[O-],-9%,.,.,0.1%,0%,.,1%,.,1%,5%,?
CC(C)c1nc2scc(-c3ccc(Cl)cc3)c2c(=O)n1N,0%,0%,-1%,-1.0%,-4%,-1,2%,.,18%,?,-11
CCCCC1(CC)C(=O)NC(=O)NC1=Nc1ccc(OC)cc1 (stereo not drawn),-1%,-14%,2%,0.2%,-5%,0,-5%,-19%,-10%,7%,6
CN(C)S(=O)(=O)c1ccc(F)c(C(=O)Nc2ccccc2C(=O)NC2CC2)c1,3%,.,.,0.1%,-2%,.,-4%,.,-1%,-10%,-6
Cc1ccc(NC2=NCC(=O)N2C2CCCC2)cc1C,3%,-1%,8%,0.1%,-1%,1,4%,7%,-2%,3%,18
COc1cc(CC(=O)OCC(=O)NCC(C)C)cc(OC)c1OC,1%,-9%,-2%,0.0%,-2%,-1,-3%,-12%,-3%,4%,2
O=C1CC2(CCN(C(=O)c3ccc(Cl)cc3)CC2)Oc2ccccc21,2%,.,.,0.2%,-7%,.,-1%,.,1%,25%,10
COc1ccc(-c2cn(CCC(=O)O)c(-c3ccncc3)n2)cc1,-1%,.,.,1.2%,.,.,8%,.,0%,34%,-11
CCOC(=O)C1CCCN(C(=O)c2cc(Nc3ccc(OC)cc3)nc3ccccc23)C1 (stereo not drawn),-2%,1%,-3%,.,-5%,2,.,0%,.,9%,0
COCC(C)n1c(SCC(=O)NNC(=O)c2ccc(F)cc2)nc2ccccc2c1=O (stereo not drawn),-1%,-4%,0%,-0.1%,1%,6,-5%,0%,-4%,-2%,-15
COc1cc(Cl)c(S(=O)(=O)N2CC(C)OC(C)C2)cc1Cl (stereo not drawn),-1%,-4%,5%,0.0%,-1%,1,2%,2%,1%,-18%,-2
O=C(COC(=O)/C=C/c1ccccc1Cl)NC1CCCCCC1,2%,3%,-3%,0.0%,-1%,0,-1%,?,1%,-20%,-12
CCCc1nnc(SCC(=O)NC2CCCCC2)n1CCOC,5%,-7%,3%,0.2%,-3%,1,3%,-3%,11%,-7%,0
COc1ccc(OCCCC(=O)Nc2ccc(N3CCCCC3)cc2)cc1,0%,-4%,1%,-0.4%,0%,-1,3%,-1%,-1%,18%,0
O=C(N/N=C/c1cn(-c2ccccc2)nc1-c1ccc(F)cc1)c1ccc(Br)o1,-9%,0%,-2%,0.0%,-2%,2,0%,?,0%,-10%,-1
Cc1cccc(CN2CCC(CNC(=O)Nc3ccc(F)c(Cl)c3)CC2)c1,-5%,.,1%,-0.7%,0%,2,-29%,-1%,-17%,?,6
O=C(Nc1ccccc1C(=O)Nc1ccccn1)c1ccc([N+](=O)[O-])cc1,2%,-9%,0%,0.0%,1%,1,0%,?,-1%,0%,-3
COc1ccc2oc(=O)c(C(=O)Nc3ccccc3C)cc2c1,1%,-2%,-2%,-0.3%,-5%,0,6%,3%,?,7%,-6
O=C(Nc1cc(F)cc(F)c1)c1sc(Cl)nc1-c1ccccc1,-2%,0%,-4%,0.4%,2%,1,3%,23%,-2%,-31%[inhibitor],11
CCOc1cc(C(=O)N(C)CC(=O)Nc2cccc(F)c2)ccc1OCC(=O)N1CCOCC1,2%,.,.,0.2%,-3%,.,-5%,.,-6%,1%,?
O=C(CSc1nnc(NC(=O)c2c(F)cccc2F)s1)NC1CCCCC1,-4%[11.5 µM],-2%,-1%,-0.1%,-1%,5,-1%,-15%,5%,23%,6
Fc1c(CSC(=S)N2CCOCC2)cccc1CSC(=S)N1CCOCC1,-5%,1%,0%,-2.1%,-4%,-1,0%,.,1%,6%,-19
CC1CCC2C(C1)c1sc(=O)[nH]c1SC2(C)C (stereo not drawn),-5%,10%,1%,-0.1%,-11%,-1,0%,-3%,4%,-38%,4
CN(C)CCN(C(=O)CCS(=O)(=O)c1ccccc1)c1nc2c(F)cccc2s1,2%,6%[0.46 µM],1%,-0.1%,-1%,0,0%,4%,3%,15%,19
Cc1cc(Nc2ccc(C(=O)O)cc2)n2nc(C)nc2n1,4%,5%,-1%,-0.3%,-1%,0,-8%,-7%,0%,-11%,-15
COc1ccc(-c2sc(Nc3ccccc3)n[n+]2C)c(C)c1C,-10%,-2%,.,-1.0%,-1%,-2,0%,-2%,-2%,11%,-2
CC(C)NC(=O)CS(=O)(=O)c1ccccc1,4%,-1%,.,0.3%,-1%,1,1%,1%,-4%,3%,11
C#CCOCCOCCOCCNc1nc(N2CCN(C(=O)[C@H](CCC(=O)O)n3cc(C(N)CC(C)C)nn3)CC2)nc(N2CCN(C(=O)[C@H](CCC(=O)O)n3cc(C(N)CC(C)C)nn3)CC2)n1 (stereo partly drawn),-3%,0%,-4%,-0.2%,-11%,4,0%,3%,1%,35%,?
CCN(CC)CCNC(=O)C(=O)Nc1ccc(C(=O)OC)cc1,0%,5%,-2%,-0.5%,-2%,-2,2%,.,-3%,7%,-8
Cc1cc(S(=O)(=O)N2CCN(CC(=O)NCCc3cccs3)CC2)ccc1Br,0%,.,.,-0.6%,-1%,.,5%,.,2%,-7%,-14
Cc1c(C(=O)NCCC2=CCCCC2)sc2ncnc(N3CCCCC3C)c12 (stereo not drawn),-4%,4%[0.46 µM],6%,-0.1%,-2%,0,-4%,?,-10%,-2%,-17
COc1ccc([C@H]2CC(=O)C=C(c3ccc(F)nc3)C2)cc1OC,1%,.,.,0.3%,-1%,.,1%,.,-9%,0%,18
Cc1cc(C(=O)NCc2ccco2)c2cc(F)ccc2n1,-1%,3%,0%,-0.1%,0%,5,3%,0%,?,0%,-20
CCOC(=O)c1c(-c2cccs2)csc1NC(=O)COC(=O)c1c(C)noc1C,-4%,14µM*,-2%,-0.1%,-3%,6,2%,0%,17%,7%,-2
CC(C)CC(=O)NNC(=S)NCc1ccco1,10%,-1%,3%,-0.2%,1%,0,0%,2%,0%,-5%,9
O=C(Cc1ccc(-n2cccc2)cc1)N1CCN(c2ccccc2F)CC1,-9%,3%,-5%,-0.6%,-2%,1,1%,-8%,6%,-7%,-9
O=S(=O)(Nc1ccc(-n2cnnn2)cc1)c1cccc(Cl)c1,1%,.,.,-0.1%,-3%,.,8%,.,-1%,3%,-12
CCCn1c(SCC(=O)Nc2cccc(C(=O)OC)c2)nnc1-c1cccnc1,-1%,-3%,1%,-0.2%,-4%,-2,-11%,-19%,?,-29%,-3
N#Cc1c(NC(=O)c2ccccc2Cl)n(Cc2ccccc2)c2nc3ccccc3nc12,490%[activator],13%,-8%,-0.3%,0%,-39*,3%,?,12%,-11%,4
NC(=O)c1cc([N+](=O)[O-])ccc1NCCN1C(=O)c2ccc(C(=O)O)cc2C1=O,-2%,-1%,1%,-0.1%,-2%,0,-4%,24%,-1%,-13%,36[activator]
Clc1ccc(-c2c(C3=NCCCN3)nnn2-c2ccc(Cl)cc2)cc1,-5%,2%,2%,-0.2%,1%,1,-8%,-12%,?,0%,0
COc1ccc(C(=O)CC(=O)C(=O)Nc2ccc([N+](=O)[O-])cc2C)cc1,-2%,.,-4%,0.4%,-1%,1,-17%,-13%,-8%,-2%,31[activator]
